# From PubChem BioAssay
# FXIIa inh 1536 = factor XIIa (human) inhibition. inhibition, % at 5 µM. 220,000 compounds, 0.3% hits. purified FXIIa, Boc-QGR-AMC fluorogenic substrate, 2 h; in the data active = inhibition above about 40%;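 also: 0% = enzyme with no compound and 100% = blank without enzyme; many of its hits are not listed in these tables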
# p97 ATPase inh = inhibitors of human p97 ATPase; recombinant p97 ATPase, Kinase-Glo ATP luminescence, 3 h; P55072; AID 1481; 220,000 compounds, 0.42% hits; inhibition, % at 8 µM; in the data active = inhibition above about 15%;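 also: 0% = DMSO vehicle and 100% = wells lacking enzyme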
# hK5 inh = blocks human kallikrein 5 protease activity. Q9Y337. recombinant hK5, fluorogenic AMC substrate cleavage. inhibition, % at 5 µM. 210,000 compounds, 0.59% hits;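 active = inhibition of 40% or more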;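 also: 0% = enzyme controls without compound and 100% = no-enzyme blanks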
# Wee1 stabilizer = inhibitors of human Wee1 degradation; P30291; HeLa Luc-Wee1K328M stability, luciferase luminescence; 100% = proteasome inhibitor MG132 effect; reporter increase, % at 5 µM; 220,000 compounds, 1.2% hits; AID 1321;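 active = activation above the mean of all tested compounds plus 3 SD, set per screening run, cut at about 8.8% in these data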;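 also: cells exposed to compound for 20 h before luminescence read; 0% = DMSO alone and 100% = MG132 at 30 µM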
# FXIa inh = inhibitors of human coagulation factor XIa | P03951 | 220,000 compounds, 0.14% hits | AID 798 | purified FXIa, Boc-Glu-Ala-Arg-AMC fluorogenic substrate | inhibition, % at 5 µM;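 active = inhibition of at least 40%; inactive = inhibition below 40%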;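 also: fluorescence of freed AMC excited at 355 nm; 0% = enzyme without compound and 100% = no enzyme blank; many of its hits are not listed in these tables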
# Target sequence (P03951 19-387 limits assumed): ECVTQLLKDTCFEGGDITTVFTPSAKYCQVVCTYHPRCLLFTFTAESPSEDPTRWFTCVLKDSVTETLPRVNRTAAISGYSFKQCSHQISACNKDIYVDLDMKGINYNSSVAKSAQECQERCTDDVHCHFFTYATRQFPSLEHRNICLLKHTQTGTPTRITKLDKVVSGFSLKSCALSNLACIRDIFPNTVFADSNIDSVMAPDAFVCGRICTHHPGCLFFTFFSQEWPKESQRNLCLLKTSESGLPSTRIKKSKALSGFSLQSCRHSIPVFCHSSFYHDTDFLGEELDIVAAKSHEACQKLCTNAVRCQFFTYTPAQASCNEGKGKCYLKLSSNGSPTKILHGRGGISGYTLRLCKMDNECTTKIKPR
# Target sequence (P03951 388-625 limits assumed): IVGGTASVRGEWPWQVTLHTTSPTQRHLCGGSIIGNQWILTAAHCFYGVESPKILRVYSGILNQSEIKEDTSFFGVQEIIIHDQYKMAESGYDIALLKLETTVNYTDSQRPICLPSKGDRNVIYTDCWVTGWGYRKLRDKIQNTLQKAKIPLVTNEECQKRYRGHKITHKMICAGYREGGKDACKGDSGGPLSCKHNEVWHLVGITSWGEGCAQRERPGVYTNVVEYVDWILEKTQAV
# Mdm2 ligase inh = blocks human Mdm2 ubiquitin ligase activity; Q00987; 210,000 compounds, 0.11% hits; cell-based MDM2 ubiquitination luciferase reporter, 2 h; 0 = plate control, 100 = twice control, blank-subtracted; signal enhancement, % at 5 µM;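 active = signal enhancement of 30% or more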;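 also: luminescence tracks abundance of the self-degrading MDM2-luciferase fusion protein; higher signal means inhibition of MDM2 E3 ligase activity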
#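 Material: Stable MDM2–luciferase fusion reporter cells | Amount: 2000 cells seeded into each well | Dosing: One concentration, 5 µM, with 0.2% DMSO | Incubation: 4 h cell settling then 2 h compound exposure, 37 °C | Measured by: Luciferase luminescence | Read-out basis: % enhancement relative to plate controls after blank subtraction | Benchmarks: Control and blank well means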
# 14-3-3 Bad PPI = disrupts binding of bovine 14-3-3 zeta to phospho-Bad peptide | TR-FRET 14-3-3zeta/Dy647-pBad peptide displacement, 1 h | 220,000 compounds, 0.71% hits | inhibition, % at 21.7 µM | AID 781 | P63103;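 active = inhibition above about 70%, limit read from the data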;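 also: 0% = full 14-3-3 plus peptide FRET controls and 100% = background without 14-3-3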
# Target sequence (P63103 whole entry, looked up): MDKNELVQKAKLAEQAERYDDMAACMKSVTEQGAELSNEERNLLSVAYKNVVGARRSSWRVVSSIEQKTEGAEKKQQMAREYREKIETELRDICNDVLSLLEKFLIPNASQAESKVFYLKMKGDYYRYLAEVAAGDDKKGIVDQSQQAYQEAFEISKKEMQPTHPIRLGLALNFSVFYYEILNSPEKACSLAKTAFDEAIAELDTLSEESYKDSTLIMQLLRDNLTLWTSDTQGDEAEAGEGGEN
# Rad51 HR inh = blocks human Rad51 in homologous recombination. Q06609. hRad51 DNA strand exchange, fluorescence dequenching. inhibition, % at 10 µM. 200,000 compounds, 0.085% hits. AID 1385;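 active = inhibition above 40% at the single screening dose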;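 also: 0% = DMSO control wells and 100% = blanks with heterologous ssDNA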
#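 material = hRad51 filaments on single-stranded DNA | timing = filaments 15 min 37 °C, then compound 30 min | signal = FRET fluorescence dequenching, excitation 485 nm, emission 520 nm | benchmarks = control wells and blank wells on each plate | evaluation = percent inhibition relative to plate controls and blanks | compound = 10 µM final, single point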
# eIF4E-4G inh = eIF4E/eIF4G interaction inhibition in translation initiation. AID 782. inhibition, % at 21.7 µM. P63073+Q04637. 220,000 compounds, 0.37% hits. TR-FRET eIF4E-eIF4GI(517-606) binding, 2 h;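 active = inhibition above about 30%, limit read from the data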;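 also: 0% = full FRET control wells and 100% = background wells lacking eIF4GI fragment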
# * marks the source's active call; other numbers are inactive results; · = no result given; [ ] = dose if it differs, or a comment.
SMILES,FXIIa inh 1536,p97 ATPase inh,hK5 inh,Wee1 stabilizer,FXIa inh,Mdm2 ligase inh,14-3-3 Bad PPI,Rad51 HR inh,eIF4E-4G inh
O=C(Nc1ccc(N2CCN(C(=O)c3ccc(Cl)cc3)CC2)cc1)c1cccnc1,12,7,-8,1,-3,-3,-11[fluorescence artefact?],-10,11[fluorescence artefact?]
Cc1cc(C)nc(NS(=O)(=O)c2ccc(N/C=C\C(=O)c3cccs3)cc2)n1,4,5,-7,7,-2,-22,-10,1,-4
O=C1CS/C(=N/N=C/c2cccs2)N1Cc1ccc(F)cc1,9,4,4,-2,1,-10,-3,12,1
CCCn1c(SCC(=O)NC2CCCCC2)nnc1-c1ccccn1,7,-2,0,-2,13,2,4,20,1
CN(C)C(=O)C1CCC(=O)N1Cc1cccs1 (stereo not drawn),14,2,-10,7,-1,-33,88*,23,3
Cc1ccc(CCNC(=O)CN(C)S(=O)(=O)c2ccc3c(c2)n(C)c(=O)c(=O)n3C)cc1,3,-4,-3,-2,-3,-8,-3,13,2
CN1CCN(c2ncnc3sc(-c4ccccc4)cc23)CC1,7,-2,-1,-2,-4,-20,-2,6,2
O=C(Cc1ccc(Cl)c(Cl)c1)OCC(=O)c1ccc[nH]1,5,-6,-3,-2,-7,-4,6,-12,-1
NC(=O)c1ccc(NC(=O)CCCN2C(=O)c3ccccc3C2=O)cc1,6,1,-10,3,0,-1,1[fluorescence artefact?],4,-1
NNc1nc2ccccc2nc1C(F)(F)F,1,-4,-10,3,-6,-6,0,-5,0
O=C1NCC(=O)N(Cc2ccccc2)/C1=C/c1ccccc1,5,1,-2,5,-5,-3,-16,3,3
O=C(CSc1nc2ccccc2o1)N1c2ccccc2Sc2ccc(C(F)(F)F)cc21,8,-2,-2,0,8,-9,0[fluorescence artefact?],·,-4
CSc1ccc(S(=O)(=O)NCc2ccc(Cl)cc2)cc1,10,-2,-16,0,2,-16,-11,-4,-6
COc1ccc(C(=O)[C@H]2[C@H]3C(=O)N(c4ccc(C)cc4)C(=O)[C@H]3C3C=CC=NN32)cc1 (stereo partly drawn),6,8,2,-1,2,-1,1,-59,-2
Cc1ccc(OC(C)C(=O)N(Cc2cccs2)C2CCS(=O)(=O)C2)cc1C (stereo not drawn),3,3,-3,0,1,-3,-1,·,-2
COc1cc(C(=O)Nc2cccc(S(=O)(=O)N3CCCC3)c2)cc(OC)c1C,7,1,-2,0,-1,-19,6,-13,-3
CCOC(=O)c1cc2occc2n1CC(=O)N1CCOCC1,8,4,-2,-2,-2,-29,-4,1,4
CC1(C)CC(=O)C2=C(C1)N=C1c3ccccc3C(=O)C1C2c1ccc(Cl)cc1 (stereo not drawn),10,3,-2,-1,-1,-8,-6,1,-21
Cc1ccc(/C(N)=N/OC(=O)CSc2ccccc2)cc1,-2,2,-11,2,-5,-22,-6,-105,2
CCN(CC)C(=O)COc1ccc(CC(=O)O)cc1OC,0,5,-33,-1,-12,1,-3,2,-1
CCN(CC)C(=O)Oc1cc(=O)n2c3c(cccc13)CCC2,13,2,-11,-1,7,-4,6,·,-4
O=C(Nc1cccc(S(=O)(=O)N2CCCCC2)c1)c1ccccn1,-3,1,-26,-3,-22,-10,-12,4,-3
Cc1cccc(C)c1OCC(O)CN(Cc1ccccc1O)C1CCCCC1 (stereo not drawn),3,1,0,1,-2,-1,-1,2,-3
C=CCOC(=O)C1=C[C@@H](c2csc3ccccc23)C[C@@H](OCc2ccc(CO)cc2)O1,4,-3,1,-1,0,·,-2,4,3
COc1ccc(/C=N/NC(=O)Cc2csc(Nc3cccc(C(F)(F)F)c3)n2)cc1C,7,-6,-2,0,1,-4,-5,3,-9
O=C(NC1(C(F)(F)F)N=C2SCCN2C1=O)c1ccccc1 (stereo not drawn),15,4,5,-2,1,2,0,-1,2[fluorescence artefact?]
CN1CCCN(S(=O)(=O)c2ccc3c(c2)OCCO3)CC1,5,0,-3,1,-4,-3,-3[fluorescence artefact?],4,3[fluorescence artefact?]
COc1ccccc1Oc1coc2cc(OC(=O)N3CCOCC3)ccc2c1=O,27,-2,17,2,14,-8,7,-1,3
CCOc1cccc(C2C(C(=O)c3ccc(C)o3)=C(O)C(=O)N2Cc2ccncc2)c1 (stereo not drawn),8,5,4,-1,4,-7,55,7,10
CCc1ccc(CNC(=O)C2CCC(=O)N2C2CCCCC2)cc1 (stereo not drawn),13,-6,2,-1,5,-1,1,-2,-1
Cc1cc(NC(=O)CSc2nnc(-c3ccc(Cl)s3)o2)no1,9,5,2,1,6,-17,5[fluorescence artefact?],-8,0
Cc1cc(C(=O)OCC(=O)Nc2cccc(S(=O)(=O)N3CCOCC3)c2)c(C)o1,9,8,-4,1,-96,·,-9,1,0
CN(C)/C=c1\sc2c(C#N)cc(C(=O)c3ccc(Br)cc3)n2c1=O,14,6,-18,2,21,-19,-12,-46,-10
Cn1c(CNc2nc(-c3ccccc3)cs2)nnc1SCC(=O)OC1CCCCC1,4,-3,0,2,5,-4,14,9,-2
Cc1ccc(Cn2c(Cc3ccccc3)nc3ccccc32)cc1,8,-2,-7,1,-6,-4,66[fluorescence artefact?],7,2
CCOC(=O)CSc1nc(-c2ccccc2)nc2ccccc12,8,2,-1,-2,-4,-20,4,2,-10
CCOC(=O)C1=C(C)Nc2nc(C)nn2C1c1cc(OC)ccc1OC (stereo not drawn),20,5,-2,4,13,·,-7[fluorescence artefact?],-3,9
CCn1c(SCC(=O)c2ccc3ccccc3c2)nnc1-c1cccs1,12,-1,3,5,1,-3,-16[fluorescence artefact?],-2,3
CC1CCN(c2c(NCC3CCC(C(=O)NCc4ccc(F)cc4)CC3)c(=O)c2=O)CC1 (stereo not drawn),16,3,3,3,1,·,-7,-4,1
Cc1onc(-c2ccccc2Cl)c1C(=O)Nc1sc2c(c1C(N)=O)CCC(C)C2 (stereo not drawn),5,-1,-14,3,-3,12,-4,·,4

# Arranged by molar mass (lowest first): some entries from above.
SMILES,FXIIa inh 1536,p97 ATPase inh,hK5 inh,Wee1 stabilizer,FXIa inh,Mdm2 ligase inh,14-3-3 Bad PPI,Rad51 HR inh,eIF4E-4G inh
CCOC(=O)CSc1nc(-c2ccccc2)nc2ccccc12,8,2,-1,-2,-4,-20,4,2,-10
CCc1ccc(CNC(=O)C2CCC(=O)N2C2CCCCC2)cc1 (stereo not drawn),13,-6,2,-1,5,-1,1,-2,-1
O=C(NC1(C(F)(F)F)N=C2SCCN2C1=O)c1ccccc1 (stereo not drawn),15,4,5,-2,1,2,0,-1,2[fluorescence artefact?]
Cc1cc(NC(=O)CSc2nnc(-c3ccc(Cl)s3)o2)no1,9,5,2,1,6,-17,5[fluorescence artefact?],-8,0
CCOC(=O)C1=C(C)Nc2nc(C)nn2C1c1cc(OC)ccc1OC (stereo not drawn),20,5,-2,4,13,·,-7[fluorescence artefact?],-3,9
CCn1c(SCC(=O)c2ccc3ccccc3c2)nnc1-c1cccs1,12,-1,3,5,1,-3,-16[fluorescence artefact?],-2,3
COc1ccccc1Oc1coc2cc(OC(=O)N3CCOCC3)ccc2c1=O,27,-2,17,2,14,-8,7,-1,3
CN(C)/C=c1\sc2c(C#N)cc(C(=O)c3ccc(Br)cc3)n2c1=O,14,6,-18,2,21,-19,-12,-46,-10
Cc1cc(C(=O)OCC(=O)Nc2cccc(S(=O)(=O)N3CCOCC3)c2)c(C)o1,9,8,-4,1,-96,·,-9,1,0
Cc1onc(-c2ccccc2Cl)c1C(=O)Nc1sc2c(c1C(N)=O)CCC(C)C2 (stereo not drawn),5,-1,-14,3,-3,12,-4,·,4
CC1CCN(c2c(NCC3CCC(C(=O)NCc4ccc(F)cc4)CC3)c(=O)c2=O)CC1 (stereo not drawn),16,3,3,3,1,·,-7,-4,1
Cn1c(CNc2nc(-c3ccccc3)cs2)nnc1SCC(=O)OC1CCCCC1,4,-3,0,2,5,-4,14,9,-2
COc1ccc(/C=N/NC(=O)Cc2csc(Nc3cccc(C(F)(F)F)c3)n2)cc1C,7,-6,-2,0,1,-4,-5,3,-9

# Additional records follow.
SMILES,FXIIa inh 1536,p97 ATPase inh,hK5 inh,Wee1 stabilizer,FXIa inh,Mdm2 ligase inh,14-3-3 Bad PPI,Rad51 HR inh,eIF4E-4G inh
O=C(COC(=O)CCOc1ccccc1)NCCC1=CCCCC1,9,-2,-3,2,-4,-22,49,4,0
Cn1c(=O)[nH]c(=O)c2c1nc1n2CCCS1,19,4,-8,-3,4,-11,-11,-9,-6
Cc1ccc(C(=O)Nc2ccc3c(c2)OCO3)cc1S(=O)(=O)N1CCCC1,22,2,-6,0,5,-18,-10,-6,-6
O=C(CSc1nc2ccccc2s1)N1CCN(C(=O)c2ccco2)CC1,16,5,-34,0,8,-9,11,-6,4
O=C(CN1C(=O)S/C(=C\c2ccc(F)cc2)C1=O)Nc1cccc(S(=O)(=O)NCc2ccco2)c1,9,-4,-1,2,7,15,2,-9,1
CCc1oc(C(=O)OC)cc1CSC(=N)N,6,-5,-2,2,0,-39,6,0,1
CC(C)C(=O)Nc1ccc(C(=O)NCc2cccnc2)cc1,3,4,7,-2,-1,-12,23,4,1
Cc1ccc(Oc2nc3c(c(=O)n(Cc4ccccc4F)c(=O)n3C)n2C)cc1,13,-1,7,-1,3,-5,-6,-3,2
O=C(CSc1nc(-c2cccs2)cc(C(F)(F)F)n1)NCCCN1CCOCC1,-1,2,-5,2,0,-3,-7,-1,-2
COc1cccc(C(=O)c2c[nH]c(C(=O)NCc3cccs3)c2)c1,14,11,1,-2,10,-22,4,-1,4
O=C(O)c1[nH]c2ccc(Cl)cc2c1CCN1C(=O)c2ccccc2C1=O,5,4,2,0,4,-1,-16,11,2
O=C(Nc1nc2ccsc2c(=O)s1)c1ccco1,6,6,-2,2,-1,-2,6,9,-7
CC1C2CC(C(CN(C)C)/C2=N/O)C1(C)C (stereo not drawn),6,-2,-17,1,1,-15,-2,-9,-7
N/C(=N\OS(=O)(=O)c1ccccc1)c1ccccn1,-1,6,-6,0,4,0,-1,1,6
Cc1nnsc1C(=O)NC(=O)Nc1ccc(F)c(Cl)c1,5,-1,-1,3,-2,-2,6,·,-2
Cc1ccc(-c2cc(-c3ccccc3Cl)[nH]n2)c(O)c1,10,-4,-17,3,5,-4,10,6,-2
CN(C)c1ccc(P(=O)(OC2CCCCC2)C(Nc2ccccc2)c2cccnc2)cc1 (stereo not drawn),8,-2,2,-3,1,-13,2,13,4
